Screening results: PubChem BioAssay, several laboratories
TRPC6 activator: mouse TRPC6 channel activation; hit rate 0.13% among 310,000; Q61143; AID 2550; HEK293-TRPC6 membrane potential dye fluorescence; hits give high values; B-score at 10 µM;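 active means B-score of the integrated fluorescence ratio above library mean plus 3 SD, and starting fluorescence ratio within library mean plus 5 SD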;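 further: higher score means more depolarization so channel activation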
IEC-6 cytotox: kills IEC-6 intestinal cells in KLF5 counter-screen | IEC-6 cytotoxicity, luminescence viability | inhibition, % at 5 µM | hit rate 0.78% among 290,000 | AID 1825; in the data active means inhibition above about 22%;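 further: 0% = plate median of test compound wells and 100% = cytotoxic reference compound wells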
aSyn 5UTR inh: 5' untranslated region of α-synuclein, MLPCN primary screen; alpha-synuclein 5'UTR reporter, inhibitor activity; inhibition, % (tested at 7.5 µM); hit rate 0.82% among 300,000; AID 1813; in the data active means inhibition above about 60%; inconclusive means no clear call, values can overlap the other calls;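 further: H4 neuroglioblastoma cells stably carrying SNCA 5'UTR luciferase fusion; 0% = DMSO wells and 100% = positive control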
MrgX1 antag: antagonists of human MrgX1 receptor; Q96LB2; B-score at 10 µM; hit rate 1.3% among 310,000; MRGX1-HEK293 calcium flux, Fluo-4, BAM8-22 antagonism; hits give low values;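 active means calcium-response B-score plate-corrected more than 3 library SD below zero, starting fluorescence within 5 deviations, no agonist response on first addition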;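 further: peak minus trough fluorescence over baseline after final BAM8-22 challenge near maximal dose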
TRPC4 block: inhibitors of mouse TRPC4 channel. Q9QUQ5. AID 2247. B-score at 10 µM. HEK293 TRPC4beta/mu-opioid, DAMGO-evoked Fluo4 calcium flux; hits give low values. hit rate 0.39% among 300,000;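 active means B-score over 3 SD under the library average, no early fluorescence shift, positive overall ratio signal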
Target sequence (Q9QUQ5 whole entry, looked up): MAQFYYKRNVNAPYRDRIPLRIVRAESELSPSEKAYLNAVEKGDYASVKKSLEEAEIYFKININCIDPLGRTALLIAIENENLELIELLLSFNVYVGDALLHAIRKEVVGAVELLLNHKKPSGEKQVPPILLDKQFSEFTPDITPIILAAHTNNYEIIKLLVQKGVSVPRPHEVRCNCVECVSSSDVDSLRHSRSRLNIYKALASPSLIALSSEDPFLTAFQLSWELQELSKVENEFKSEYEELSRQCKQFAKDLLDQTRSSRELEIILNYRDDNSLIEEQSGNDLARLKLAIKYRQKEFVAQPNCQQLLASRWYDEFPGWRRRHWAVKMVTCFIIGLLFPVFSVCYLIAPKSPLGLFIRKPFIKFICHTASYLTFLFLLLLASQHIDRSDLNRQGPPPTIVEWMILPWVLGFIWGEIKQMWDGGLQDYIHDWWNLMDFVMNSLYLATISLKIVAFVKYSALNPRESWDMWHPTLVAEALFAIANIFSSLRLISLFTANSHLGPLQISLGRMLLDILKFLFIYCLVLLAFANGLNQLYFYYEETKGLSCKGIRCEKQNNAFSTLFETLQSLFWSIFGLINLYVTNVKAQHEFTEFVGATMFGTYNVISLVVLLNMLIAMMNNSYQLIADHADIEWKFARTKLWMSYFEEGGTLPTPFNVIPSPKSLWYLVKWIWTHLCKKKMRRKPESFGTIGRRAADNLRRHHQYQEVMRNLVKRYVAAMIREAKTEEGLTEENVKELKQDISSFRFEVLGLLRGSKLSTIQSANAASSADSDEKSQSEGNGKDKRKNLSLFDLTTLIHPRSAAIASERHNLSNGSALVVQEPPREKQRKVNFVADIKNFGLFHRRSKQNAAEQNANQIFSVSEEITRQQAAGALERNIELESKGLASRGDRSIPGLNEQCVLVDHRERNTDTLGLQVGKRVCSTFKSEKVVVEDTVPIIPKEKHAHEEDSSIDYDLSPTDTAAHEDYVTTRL
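Assay system: Stable TRPC4beta/mu-opioid receptor HEK293 cells | Reagent: DAMGO in two steps, submaximal then maximal | Compound dosing: Single concentration per test compound | Signal: Fluo4 Ca2+ flux fluorescence | Evaluation: Per-well B score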
TRPC4 act: TRPC4 (mouse) channel activation; Q9QUQ5; HEK293 TRPC4beta/mu-opioid, Fluo4 calcium fluorescence; hits give high values; B-score at 10 µM; hit rate 0.49% among 310,000; AID 2237;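 active means B-score above 5 SD of library B-scores, and initial fluorescence ratio not above library mean plus 5 SD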;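 further: positive B-score marks a calcium rise read as TRPC4 activation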
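Assay system: HEK293 stable line with TRPC4beta plus mu-opioid receptor. Times: dye 45 min RT, read 110 s. Measured by: kinetic Fluo4 calcium fluorescence. Measure: B score of integrated ratio. Controls: assay buffer as low control, maximal DAMGO as high control.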
SKKanGAS inh: blocks kanamycin growth of S. pyogenes SKKanGAS strain; hit rate 1.3% among 300,000; inhibition, % at 7.5 µM; BacTiter-Glo, 6 h; AID 1662;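 active means mean replicate score, as percent of positive control median, at least 50; inconclusive means mean below 50 but one replicate at or above 50; inactive means mean and every replicate below 50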;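 further: strain carries kanamycin resistance gene driven by streptokinase promoter and grows in 40 µg/ml kanamycin; loss of luminescence reflects streptokinase promoter inhibition or plain growth inhibition; 0% = median of DMSO wells and 100% = positive control at its reference dose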
TRPC4 PAM: TRPC4 (mouse) allosteric potentiation | Q9QUQ5 | HEK293 TRPC4beta/mu-opioid, DAMGO EC20, Fluo-4 Ca2+ flux; hits give high values | hit rate 0.42% among 310,000 | B-score at 10 µM;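 active means B-score of calcium response area above 5 SD of library B-scores, with initial fluorescence ratio within 5 SD of library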;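 further: B-score of integrated fluorescence ratio over time as area under calcium response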
HIF activator: HIF pathway transcriptional activation; hit rate 0.32% among 300,000; AID 1910; U2OS HRE-luciferase reporter, luminescence; normalized: DMSO 0%, desferrioxamine 100%; activation, % at 7.5 µM (by protocol);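 active means mean activation of at least 10% of the iron chelator positive control signal, with at least half of replicates also reaching 10%; inconclusive means mean and replicate majority disagree about reaching 10%; inactive means mean and most replicates under 10%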
KLF5 inhibitor: kruppel-like factor 5 inhibition | DLD-1 KLF5 promoter-luciferase reporter, luminescence | inhibition, % at 5 µM | hit rate 0.23% among 290,000 | AID 1700;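 active means inhibition above a per-plate limit of that plate's mean compound inhibition plus 3 SD, cut at about 60% in these data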;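 further: 0% = DMSO wells and 100% = LY294002 at 200 µM; higher means less KLF5 promoter-driven luciferase light; inactives centre near -14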
TRPC6 inhibitor: blocks the mouse TRPC6 cation channel | B-score at 10 µM | HEK293-TRPC6, membrane potential dye, ACh-evoked depolarization; hits give low values | Q61143 | hit rate 1.1% among 310,000;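 active means B-score under library mean minus 3 SD, initial fluorescence not abnormally high, positive integrated signal ratio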;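 further: B-score derived from integrated fluorescence ratio over the kinetic read; more negative B-score means stronger inhibition of depolarization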
* marks the source's active call; other numbers are inactive results; i = inactive; u = inconclusive; x = no result given.

SMILES	TRPC6 activator	IEC-6 cytotox	aSyn 5UTR inh	MrgX1 antag	TRPC4 block	TRPC4 act	SKKanGAS inh	TRPC4 PAM	HIF activator	KLF5 inhibitor	TRPC6 inhibitor
Cc1cccc(C(=O)NCC(c2cccs2)N2CCOCC2)c1 (stereo unspecified)	i	x	-25	i	i	i	1	i	0.1	x	i
O=C(COc1ccc(Cl)cc1Cl)N/N=C/c1ccccn1	i	0	-30	i	i	i	-8	i	0.0	-23	i
Cc1ccccc1CSc1nnc(-c2cccnc2)n1N	i	-5	-53	i	i	i	0	i	0.6	-18	i
O=C(Cn1nc(C(F)(F)F)c2c1CCCC2)NC1CCCC1	i	-4	9	i	i	i	1	i	2.9	-14	i
COC(=O)c1ccc(N2CCS(=O)(=O)CC2)cc1	i	2	6	i	i	i	2	i	0.3	-16	i
CCOc1ccc(NC(=O)c2ccc(NC(=S)NC3CC3)cc2)cc1	i	0	-1	i	i	i	1	i	0.4	14	i
COc1ccc(C2=NCCn3nc4cc(C(F)(F)F)ccc4c32)cc1	i	x	-20	i	i	i	2	i	-1.7	x	i
COc1ccc(C(=O)Nc2nc(C)cs2)cc1S(=O)(=O)N1CCCC1	i	1	-2	i	i	i	3	i	-0.2	0	i
CC(C)CN1C(=O)C(=O)N(CC(=O)NCc2ccc3c(c2)OCO3)C1=O	i	-4	13	i	i	i	-2	i	-0.2	-3	i
Cc1ccc(C(=O)NCC(=O)Nc2ccc(C)c(S(=O)(=O)Nc3ccc(Cl)cc3)c2)s1	i	-4	-7	i	i	i	20	i	0.3	-50	i
CCCCCC(=O)Nc1c2c(nc3ccccc13)CCC2	i	4	-9	i	i	i	-1	i	-1.5	-1	i
Cc1[nH]c2ccccc2c1C(=O)C(=O)N1CCN(c2ccccc2)CC1	i	-10	4	i	i	i	15	i	0.0	-43	i
COc1ccc(-c2noc(CNS(=O)(=O)c3ccc(NC(C)=O)cc3)n2)cc1OC	i	-3	-19	i	i	i	12	i	-0.2	-2	i
COCCC(=O)N1CCC(Oc2ccc(C(=O)NC3CCOC(C)(C)C3)cc2)CC1 (stereo unspecified)	i	8	24	i	i	i	-4	i	-0.3	-19	i
O=C(Nc1ccc(Cl)c(Cl)c1)N(CCCN1CCOCC1)Cc1cccs1	i	4	24	i	i	i	-7	i	-0.5	-26	i
O=C1c2cccc(O)c2C(=O)c2c(O)cccc21	i	-10	-17	i	i	i	6	i	0.0	-25	i
O=C(Nc1ccc2c(c1)C(=O)NC2=O)c1cccc(Cl)c1	i	-2	-7	i	i	i	-4	i	-0.2	-17	i
Cn1nnnc1SCC(=O)NNC(=O)c1ccc(Br)cc1	i	-10	3	i	i	i	-6	i	-0.6	-43	i
CNC(=S)NNC(=O)c1cccn(Cc2ccc(Cl)cc2Cl)c1=O	i	1	18	i	i	i	0	i	0.1	4	i
Cc1ccc(S(=O)(=O)NNC(=O)c2sc(=S)n(C)c2C)cc1	i	2	-19	i	i	i	0	i	-0.6	4	i
COc1ccc2oc(=O)c(C(=O)Nc3cccc(C)c3)cc2c1	i	4	-128	i	i	i	-3	i	0.9	-28	i
CC(Cc1ccccc1)NC(=O)CCCN1C(=O)c2ccccc2C1=O (stereo unspecified)	i	-2	-5	i	i	i	-5	i	-1.3	-13	i
COc1ccc(NC(=O)/C(=C\c2ccc(F)cc2)NC(=O)c2ccco2)cc1	i	1	-3	i	i	i	x	i	-0.2	-11	i
Cc1ccccc1N1CCN(Cc2nc(Cc3ccccc3F)no2)CC1	i	-6	-10	i	i	i	-1	i	0.1	-19	i
CC1CCCC/C1=N\NC(=S)Nc1ccccc1 (stereo unspecified)	i	-2	-132	i	i	i	9	i	4.8	3	i
O=C(NNc1nc2ccc(F)cc2s1)c1cccc(F)c1	i	17	4	i	i	i	4	i	2.0	-63	i
Cc1cccc(Sc2ccc([N+](=O)[O-])cn2)c1	i	3	-7	i	i	i	2	i	-0.2	-22	i
CC(Sc1nc(-c2ccccc2)cs1)C(=O)Nc1ccc(Cl)cn1 (stereo unspecified)	i	-12	2	i	i	i	7	i	-0.3	-47	i
O=C(c1ccc(CN2CCc3ccccc3C2)cc1)N1CCN(c2ccccc2)CC1	i	-8	-12	i	i	i	1	i	0.1	12	i
CCN(CCn1cccn1)C(=O)C1CCC(=O)N(CCN2CCOCC2)C1 (stereo unspecified)	i	6	-6	i	i	i	-1	i	-0.9	-20	i
Cc1ccc(S(=O)(=O)N(C)C)cc1NC(=O)CN1CCN(Cc2ccccc2)CC1	i	2	2	i	i	i	-6	i	0.2	-26	i
Cc1ccc(OCCC(=O)OCC(=O)NCCc2ccccc2)cc1	i	-9	10	i	i	i	-14	i	-0.6	-11	i
O=C(NCCN1CCN(S(=O)(=O)c2ccc([N+](=O)[O-])cc2)CC1)C(=O)Nc1ccccc1	i	1	17	i	i	i	-5	i	-0.3	-17	i
CC1(c2ccccc2)NC(=O)N(CC(=O)NC(=O)NC2CCCC2)C1=O (stereo unspecified)	i	2	12	i	i	i	-1	i	-0.3	0	i
Cc1ccc(S(=O)(=O)N(C)/C(=N/S(=O)(=O)c2ccccc2)c2ccccc2)cc1	i	-2	3	i	i	i	-3	i	0.0	-14	i
CCN(CC)S(=O)(=O)c1ccc(Cl)c(C(=O)Oc2cccc(-c3cnc4ccccc4n3)c2)c1	i	-2	-90	i	i	i	3	i	4.8	17	i
Cc1cc(C)nc(NC(=O)C(c2ccccc2)c2ccccc2)n1	i	-9	-16	i	i	i	3	i	-0.3	12	i
CC(=C/c1ccccc1)/C=N/NC(=O)c1nnn(-c2nonc2N)c1CN1CCC(C)CC1	i	8	9	i	i	i	18	i	0.2	19	i
Cc1cccn2c(=O)c(C=O)c(N3CCCCCC3)nc12	i	4	-19	i	i	i	-2	i	0.0	-29	i
CC1CCCCC1NC(=O)CCNS(=O)(=O)c1cc(Br)cnc1N (stereo unspecified)	i	-8	1	i	i	i	-6	i	0.6	-26	i
CC(C)Cc1nnc(NC(=O)CCC(=O)N2CCN(c3ccccn3)CC2)s1	i	-5	-5	i	i	i	0	i	-0.1	-14	i
O=C1c2ccccc2CCC12N=NCC2c1ccc(Br)cc1 (stereo unspecified)	i	2	-9	i	i	i	u	i	0.4	-22	i
COc1ccc(/C(N)=N/OC(=O)CCCc2ccccc2)cc1	i	-8	-36	i	i	i	17	i	0.3	-8	i
CC(=O)N1CCC(O)(c2ccc3c(c2)OCO3)CC1	i	-2	7	i	i	i	-4	i	0.1	0	i
C=C1CCN([C@@H](CC(C)C)C(=O)N2CCOCC2)S(=O)(=O)c2ccccc21	i	x	18	i	i	i	1	i	-0.6	x	i
CCCCn1c(N)c(N(CC(C)C)C(=O)c2cccc(S(=O)(=O)N3CCN(C)CC3)c2)c(=O)[nH]c1=O	i	x	-5	i	i	i	16	i	-0.5	x	i
COc1cc(C)ccc1OCc1cc(C(=O)NCCN2CCOCC2)no1	i	-7	-124	i	i	i	14	i	3.0	-121	i
CCN(c1ccccc1)S(=O)(=O)c1ccc(C(=O)NCCCn2ccnc2)cc1	i	5	-33	i	i	i	-7	i	-0.4	-12	i
CC(C)S(=O)(=O)c1csc(NC(=O)Nc2ccc(Cl)cc2)c1Cl	i	6	-49	i	i	i	60*	i	0.2	-57	i
CCCCNC(=O)c1ccccc1NC(=O)CCC	i	6	-17	i	i	i	-3	i	-0.4	-26	i
Next part.
SMILES	TRPC6 activator	IEC-6 cytotox	aSyn 5UTR inh	MrgX1 antag	TRPC4 block	TRPC4 act	SKKanGAS inh	TRPC4 PAM	HIF activator	KLF5 inhibitor	TRPC6 inhibitor
COc1ccccc1NCCC(=O)OCC(=O)NC1CCCC(C)C1C (stereo unspecified)	i	-4	0	i	i	i	0	i	-0.2	-186	i
Cc1nc2c(ncn2-c2ccccc2)c(=O)n1NC(=O)CN1CCCC1	i	-7	12	i	i	i	2	i	-0.8	6	i
CCCCN(C(=O)NC(=O)Nc1cc(C)ccc1C)S(C)(=O)=O	i	5	0	i	i	i	-3	i	-0.4	-16	i
Cc1ccc(NS(C)(=O)=O)c(C(=O)c2ccccc2)c1	i	-5	31	i	i	i	4	i	-0.2	-2	i
CN(C)c1cc(O)c(C(=S)Nc2ccccc2)c(N(C)C)c1	i	2	-46	i	i	i	18	i	1.9	-5	i
CCC(C)(C)NC(=O)CN(Cc1cccs1)C(=O)CNS(=O)(=O)c1ccc(F)cc1	i	-3	-1	i	i	i	-6	i	1.0	4	i
COc1ccccc1NC(=O)Nc1nnc(-c2ccco2)s1	i	-4	-37	i	i	i	-3	i	0.8	-39	i
COc1ccc(-n2cc(CNCc3cccnc3)c(-c3cccc(F)c3)n2)cc1	i	-4	-1	i	i	94*	5	i	-0.2	-3	i
CCCCn1c(N)c(N(CCOC)C(=O)COC(=O)COc2cc(C)ccc2Cl)c(=O)[nH]c1=O	i	x	-7	i	i	i	-4	i	0.0	x	i
COc1ccc(NC(=O)c2ccccc2-c2ccccc2C(=O)O)cc1	i	-13	-1	i	i	i	0	i	-1.6	-1	i
COc1cc(C)nc(NC(=S)N(C)C(=O)c2ccccc2)n1	i	3	-6	i	i	i	-12	i	1.4	-4	i
O=C(Cn1[nH]c(=O)c2ccccc2c1=O)N1CC=C(c2ccccc2)CC1	i	6	15	i	i	i	5	i	2.3	-7	i
COc1ccc(NC(=O)c2cc(-c3ccccc3OC)on2)cc1	i	8	20	i	i	i	-2	i	2.0	-6	i
Cc1c(NC(=O)c2cc(=O)[nH]c(=O)[nH]2)c(=O)n(-c2ccccc2)n1C	i	1	0	i	i	i	0	i	-0.6	-30	i
CC(C)C(=O)Nc1nnc(SCC(=O)N2c3ccccc3CC2C)s1 (stereo unspecified)	i	0	12	i	i	i	7	i	0.3	-12	i
Oc1c(Cl)cc(Cl)cc1CNn1cnnc1	i	4	9	i	i	i	-3	i	-0.2	-3	i
Cc1ccc(S(=O)(=O)Nc2nc(C)cc(-n3nc(C)cc3C)n2)cc1	i	5	8	i	i	i	-5	i	-0.1	14	i
CCC(CC)C(=O)c1c[nH]c(C(=O)NCc2ccccc2)c1	i	6	7	i	i	i	-10	i	1.0	-12	i
CC(C)N1CCN(C(=O)c2ccc([N+](=O)[O-])cc2)CC1	i	x	-11	i	i	i	4	i	0.1	x	i
